SRC1 TRFRET art – TR-FRET detection interference compounds, primary screen, artefact control for PPARgamma SRC-1 recruitment agonists, biochemical, TR-FRET emission ratio; TR-FRET ratio at 8 µM; TR-FRET detection artefact counter-screen; active compounds read high; AID 1051, 2008; actives 0.34% (n = 99,000); in the data active = TR-FRET ratio above about 2300; also: inactives centre near 1800
SRC3 TRFRET art – TR-FRET detection interference compounds, artefact control for PPARgamma SRC-3 recruitment agonists, biochemical, TR-FRET ratio | TR-FRET artefact counter-screen, PPARgamma/SRC-3 format; active compounds read high | TR-FRET ratio at 8 µM | actives 0.39% (n = 99,000) | AID 1048, 2008; in the data active = TR-FRET ratio above about 2000; also: inactives centre near 1600
* marks the source's active call; other numbers are inactive results. Only part of the results is shown; the hit share may differ from the screen's.

Second line of a record: SRC1 TRFRET art	SRC3 TRFRET art
- Cc1ccc(OCC(=O)Nc2cnn(CCCC(=O)O)c2)c([N+](=O)[O-])c1
    1863	1522
- O=C(Cn1ccc(C(F)(F)F)n1)N/N=C/c1ccc(N2CCOCC2)cc1
    1837	1668
- Cc1nc2cc(NC(=O)Nc3ccccc3Cl)ccc2n1C
    1667	1481
- CN(C)c1ccnc2sc(C(=O)c3ccc(Br)cc3)c(N)c12
    1746	1357
- CCO[C@@H]1OC(C(=O)NC2CC2)=C[C@H](c2csc3ccccc23)[C@H]1CCCO
    1754	1820
- COc1ccc(NC(=O)c2cc(=O)[nH]c(=O)[nH]2)cc1S(=O)(=O)Nc1ccccc1Cl
    1733	1608
- Cn1cccc1Cc1nnc(SCC(=O)Nc2ccc3c(c2)OCCO3)n1-c1ccc(F)cc1
    1626	1615
- O=C(CCCOc1ccccc1)NCCc1nc2ccccc2[nH]1
    1709	1530
- O=C(O)c1ccccc1C(=O)c1ccc2c(c1)N(Cc1ccc(Cl)c(Cl)c1)C(=O)CO2
    2013	1668
- CC1CC(C)CN(C(=O)CSCC(=O)Nc2nc(-c3cccs3)cs2)C1 (stereo unspecified)
    1868	1665
- O=C(COC(=O)C1CC(=O)N(Cc2ccccc2)C1)c1ccc(Br)cc1 (stereo unspecified)
    1574	1456
- CCn1c(SCC(=O)N/N=C/C=C\c2ccco2)nc2ccccc21
    1678	1680
- CC1CCCCN1S(=O)(=O)c1ccc(N(C(=O)c2cnccn2)C(C(=O)NC2CCCC2)c2cccs2)cc1 (stereo unspecified)
    1616	1522
- NC(=S)N/N=C/c1ccc(Br)o1
    1590	1596
- COc1ccc(C2CC(c3cccc(OC)c3OC)n3nnnc3N2)cc1 (stereo unspecified)
    1742	1642
- CCc1nnc(NC(=O)CC(=O)Nc2ccccc2C(=O)O)s1
    1610	1413
- C=C(C)c1cccc(C(C)(C)NC(=O)N2CCC(C(N)=O)CC2)c1
    1850	1480
- CSCCC(NC(=O)c1ccccc1)C(=O)OCC(=O)N(C)CCC#N (stereo unspecified)
    1604	1675
- Cc1nonc1OCCCNc1ccc([N+](=O)[O-])cc1Cl
    1638	1706
- Cc1cc(C)c(S(=O)(=O)Nc2ccnc(-c3cccnc3)n2)c(C)c1
    1919	1577
- Cc1cc(C(=O)NNC(=S)NCc2ccco2)nn1C
    1946	1677
- O=C(Nc1ccccc1)c1cc([N+](=O)[O-])ccc1NCc1cccnc1
    1982	1525
- CN(C)c1cccc2c(/C=N/O)ccc(N(C)C)c12
    2248	1792
- O=C(CSc1nnc(CNc2ccc(F)cc2)o1)N1CCCc2ccccc21
    1894	1427
- S=C1NC(c2cccs2)=CC(c2ccc(Br)cc2)N1 (stereo unspecified)
    1797	1598
- Cc1cc(=O)n2[nH]c(C)cc2n1
    1843	1470
- CCCc1c(C)nc2ccccc2c1SCCC#N
    1828	1668
- O=C1CCc2cc(S(=O)(=O)NC(C(=O)N3CCN(c4ccccn4)CC3)c3ccccc3)ccc2N1 (stereo unspecified)
    1897	1578
- CCCCN(CCCC)S(=O)(=O)c1c(C)[nH]c(=O)[nH]c1=O
    1615	1557
- Cc1nc(SCc2ccc(O)c([N+](=O)[O-])c2)n[nH]1
    1782	1642
- Cc1sc2ncn(CC(=O)Nc3c(F)cccc3F)c(=O)c2c1S(=O)(=O)N1CCC(C)CC1
    1953	1841
- CCc1nc2scc(-c3ccc(C)cc3)c2c(=O)n1N
    1970	1807
- Cc1ccc(NC(=O)c2ccn(C)n2)c(Br)c1
    1579	1338
- COc1ccc2cc(C)c3nnc(SCC(=O)Nc4cc(OC)c(OC)cc4C(=O)O)n3c2c1
    1908	1546
- CCC(CC)NC(=O)CO/N=C/c1ccccc1OC(F)F
    1648	1471
- COc1ccccc1NC(=O)COc1ccc(Br)cc1CNC1CCCC1
    1788	1678
- COC(=O)CCSc1cc(NCCOC(C)=O)c([N+](=O)[O-])c2nonc12
    1694	1597
- COC(=O)c1cc(-c2ccc(C)cc2)n[nH]1
    1796	1590
- CCCCN1C(=O)c2ccc(C(=O)NCCN3C(=O)S/C(=C\c4cccnc4)C3=O)cc2C1=O
    1842	1385
- O=C(NCc1ccncc1)c1ccc(N2CCCC2)c([N+](=O)[O-])c1
    1974	1604
- Cc1ccsc1C(=O)c1sccc1C
    1769	1521
- C=C(Br)Cn1cnc2ccccc21
    1701	1544
- CCOC(=O)N/N=C\c1ccc(-c2cccc(C(F)(F)F)c2)o1
    2014	1648
- CN(C(=O)COc1cc(C(F)(F)F)nn1C)c1ccccc1
    1786	1616
- Cn1c(=O)c2cc(S(=O)(=O)NCCC(=O)Nc3ccc(F)cc3F)ccc2n(C)c1=O
    1743	1220
- O=C1c2ccc([N+](=O)[O-])cc2C(=O)N1CNc1ccccn1
    1936	1754
- CN(C)S(=O)(=O)c1cccc(NC(=O)c2cc3c(cc2Cl)N2CCCCCC2=NS3(=O)=O)c1
    1765	1661
- COc1ccc(C2CCCN2C(=S)Nc2cccc(Cl)c2)cc1OC (stereo unspecified)
    1716	1539
- O=C(Nc1ccc(NC(=O)C2CCCCC2)nc1)c1cccs1
    2083	1669
- O=C(Nc1cccc(S(=O)(=O)Nc2ccccc2Cl)c1)c1ccc(Cl)nc1
    1890	1572
- CCSc1cc(N2CCOCC2)nc(-c2ccc(Cl)cc2)n1
    1797	1495
- COc1ccccc1NS(=O)(=O)c1cc(NC(=S)NCC2CCCO2)ccc1C (stereo unspecified)
    1903	1684
- CC(C)/C(=N\NS(=O)(=O)c1ccc(Br)cc1)c1cccs1
    1998	1522
- CC(O)c1nc2ccccc2n1CC(=O)Nc1ccc2c(c1)OCCO2 (stereo unspecified)
    1822	1493
- COC(=O)c1nc2ccc(N3CCOCC3)cc2c(C)c1C(=O)OC
    1591	1629
- COc1ccc(NC(=O)CSc2nc(N)c3cc4c(nc3n2)CCCC4)cc1
    2008	1697
- COc1cccc(OC)c1C(=O)N=c1sc2cc(S(C)(=O)=O)ccc2n1C
    2039	1434
- Cc1cccc(NC(=O)c2cc([N+](=O)[O-])ccc2N2CCCCC2)n1
    1709	1488
- CCOC(=O)C1(Cc2cccc(F)c2)CCN(C(=O)c2cnccn2)CC1
    1739	1654
- COc1ccc(S(=O)(=O)N(C)C)cc1NC(=O)Cc1cccs1
    1530	1518

More results:
Second line of a record: SRC1 TRFRET art	SRC3 TRFRET art
- COCCN1Cc2cccc(C(=O)NCC3CCN(CC(C)C)C3)c2C1=O (stereo unspecified)
    1765	1472
- O=S(=O)(Nc1cccc(-c2nc3cccnc3s2)c1)c1ccc2c(c1)CCCC2
    1853	1616
- Cc1ccc(-n2[nH]c(C)c(/C=N/Nc3ccc([N+](=O)[O-])cc3[N+](=O)[O-])c2=O)cc1
    1882	1789
- O=C(CSc1nc2ccccc2c(=O)n1-c1ccccc1)N/N=C/C=C/c1ccccc1[N+](=O)[O-]
    1963	1543
- O=S(=O)(CC(CN1CCCCC1)N1CCCCC1)c1ccc2ccccc2c1 (stereo unspecified)
    1549	1410
- CC(C)CCNC(=O)COc1cccc2c1OC(C)(C)C2
    1739	1427
- O=C(OCc1nnc(-c2ccccc2)o1)c1cc2ccccc2cc1O
    1994	1625
- COc1ccc(Cn2nnnc2C(c2cc3cccc(C)c3[nH]c2=O)N2CCN(C)CC2)cc1 (stereo unspecified)
    1969	1456
- Cc1ccc(C(=O)N2CCCC(C(=O)c3cc(F)ccc3F)C2)s1 (stereo unspecified)
    1850	1561
- CSc1nnc2ccc(-c3cccs3)nn12
    1743	1725
- O=C(O)CN1CCN(Cc2ccc(Cl)cc2)C1=O
    2164	1646
- Cc1cc(NC(=O)c2ccc(-c3ccc(F)c(Cl)c3)o2)no1
    1968	1595
- COc1cc(NS(=O)(=O)c2ccc(Nc3nc(-c4ccccn4)cs3)cc2)nc(OC)n1
    1958	1685
- O=C(NC(=S)Nc1ccccc1N1CCCC1)c1ccccc1[N+](=O)[O-]
    1910	1780
- COc1ccc(C2C(=O)c3ccccc3C2=O)cc1
    1725	1599
- Cc1cc(NCCc2ccccc2F)n2ncnc2n1
    1806	1325
- CCCCN(C(=O)/C=C/c1ccco1)c1c(N)n(CCC)c(=O)[nH]c1=O
    1927	1687
- COc1ccccc1N(O)C1CC(=O)N(c2ccc(F)cc2)C1=O (stereo unspecified)
    1859	1435
- NNC(=O)C12CC3CC(C1)CC(n1ncnn1)(C3)C2
    1779	1430
- O=C(CSc1cccc(C(F)(F)F)c1)NC(=O)c1ccccc1
    1531	1684

5 compounds drawn at random from the list so far, as already listed:
Second line of a record: SRC1 TRFRET art	SRC3 TRFRET art
- O=C(O)CN1CCN(Cc2ccc(Cl)cc2)C1=O
    2164	1646
- O=C(CSc1nc2ccccc2c(=O)n1-c1ccccc1)N/N=C/C=C/c1ccccc1[N+](=O)[O-]
    1963	1543
- CC(O)c1nc2ccccc2n1CC(=O)Nc1ccc2c(c1)OCCO2 (stereo unspecified)
    1822	1493
- O=C(NC(=S)Nc1ccccc1N1CCCC1)c1ccccc1[N+](=O)[O-]
    1910	1780
- COc1ccc(S(=O)(=O)N(C)C)cc1NC(=O)Cc1cccs1
    1530	1518

The list continues:
Second line of a record: SRC1 TRFRET art	SRC3 TRFRET art
- COc1ccccc1C(=O)C1CCCN(Cc2cccc3nccnc23)C1 (stereo unspecified)
    1473	1755
- COC(=O)c1cnn(-c2ccccc2)c1-n1cccc1C=O
    1584	1550
- C/C(=N\NC(=O)c1cc(-c2cccnc2)nc2ccccc12)c1ccc(O)cc1O
    1881	1470
- O=C(Nc1ccc(C(=O)NC2CCCCC2)cc1)c1cncc(Br)c1
    1919	1719
- C=C(C)c1cccc(C(C)(C)NC(=O)NCCCn2ccnc2)c1
    1996	1699
- CC1CCCN(c2c([N+](=O)[O-])cc(C(=O)O)cc2[N+](=O)[O-])C1 (stereo unspecified)
    1850	1538
- O=C(COc1ccc2c(c1)CCC2)NCc1ccccc1
    1745	1616
- Cc1nonc1C1CCCN1C(=O)c1cc(COc2ccc(F)cc2Cl)on1 (stereo unspecified)
    1838	1534
- O=C(O)CCc1ccc(-c2cccs2)n1CC(=O)Nc1ccccc1C(F)(F)F
    1715	1501
- CN(C)S(=O)(=O)Oc1ccsc1C(=O)Nc1ccc(Br)cc1
    1795	1747
- NC(=S)N/N=C1\CC(n2nnnc2-c2ccccc2Cl)C2COC1O2 (stereo unspecified)
    1787	1568
- Clc1ccc(C2=Nc3cc(Cl)ccc3OC2)cc1
    2023	1660
- Cc1cc(N2CCN(c3ccccc3)CC2)n2nnnc2n1
    1955	1678
- C=C(C)CN(CC)C(=O)CC1C(=O)NCCN1C (stereo unspecified)
    1534	1508
- COc1ccc(/C=N/NC(=O)c2sc(C)nc2C)cc1
    1989	1450
- CCCCCc1c(O)nc(SCCN2CCOCC2)[nH]c1=O
    1828	1487
- COC(=O)c1ccc(OC(=O)CS(=O)c2ccccc2[N+](=O)[O-])cc1 (stereo unspecified)
    2031	1693
- O=C(NCCc1c[nH]c2ccccc12)/C(=C/c1ccco1)NC(=O)c1ccco1
    1614	1988
- COc1cc([N+](=O)[O-])ccc1NC(=O)CN1CCN(C(=O)c2ccco2)CC1
    1964	1647
- COc1ccc(C2NN=C(c3ccc(C)cc3)S2)cc1OC (stereo unspecified)
    1779	1289

An excerpt of these results, tab-delimited:
molecule	SRC1 TRFRET art	SRC3 TRFRET art
Cc1nonc1C1CCCN1C(=O)c1cc(COc2ccc(F)cc2Cl)on1 (stereo unspecified)	1838	1534
O=C(O)CCc1ccc(-c2cccs2)n1CC(=O)Nc1ccccc1C(F)(F)F	1715	1501
CN(C)S(=O)(=O)Oc1ccsc1C(=O)Nc1ccc(Br)cc1	1795	1747
NC(=S)N/N=C1\CC(n2nnnc2-c2ccccc2Cl)C2COC1O2 (stereo unspecified)	1787	1568

Later entries
Second line of a record: SRC1 TRFRET art	SRC3 TRFRET art
- Cc1nc2ccccc2n1CC(=O)NC1CCCC1
    1883	1484
- CCc1ccc(/C=C2\SC(N3CCOCC3)=NC2=O)cc1
    2028	1543
- Cc1ccc(S(=O)(=O)N(CC(=O)NN=C2CCN(C)CC2)c2ccc(F)cc2)cc1
    1892	1612
- COc1ccc2c(c1)c1nc3ccccc3nc1n2CCCN1C(=O)c2ccccc2C1=O
    1852	1703
- CCOC(=O)C1(Cc2ccccc2)CCN(Cc2nccn2CC)CC1
    1772	1583
- CN(C)S(=O)(=O)c1cccc(-c2nn(-c3ccccc3)cc2/C=C(/C#N)C(=O)NCc2ccco2)c1
    1746	1741
- CN1CCN(CC/C=C2/c3ccccc3Sc3ccc(S(=O)(=O)N(C)C)cc32)CC1
    1644	1500
- CCNc1ccccc(-c2ccc3ccccc3n2)c1=O
    1883	1639
- COC(=O)c1ccsc1NC(=O)c1cccc(OC)c1
    2085	1660
- O=C(CSc1ccc(-c2ccccc2)nn1)c1cccs1
    1739	1646
- Cc1cccc(-n2nc3c(c2NC(=O)CCC2CCCCC2)CS(=O)C3)c1C (stereo unspecified)
    1844	1722
- COc1ccc(C[C@H]2CN3C(=NC[C@@H]3C(C)C)N2CCNC(=O)c2ccc(C)c(Br)c2)cc1
    1797	1619
- CCNC(=S)Nc1cc(C(=O)N2CCCC2)ccc1N1CCCC1
    1881	1535
